Assay outcomes deposited in PubChem by Sanford-Burnham Center for Chemical Genomics.
tim10-1 inh = growth inhibitors of tim10-1 mutant yeast, primary screen, luminescence, uHTS | inhibition, % at 20 µM | S. cerevisiae tim10-1 ts strain growth, BacTiter-Glo, 24 h | 2.2% of 330,000 active | AID 463190, 2010;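 active = inhibition of at least 40%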;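 also: mutant grown at 25 °C; 0% = DMSO wells with yeast and 100% = wells holding no yeast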
UPR CHOP act = activators of apoptotic CHOP UPR arm, primary screen, cell-based, CHO-CHOP luciferase reporter, luminescence, uHTS; UPR activation; percent of tunicamycin response over DMSO baseline; activation, % at 10 µM; 0.34% of 330,000 active;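 active = at 10 µM dose, activation of 40% or more, normalized to positive control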;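 also: 100% = tunicamycin at 10 µg/mL and 0% = DMSO alone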
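Material: CHO-CHOP cells, stable luciferase reporter of PERK-eIF2a-CHOP signalling; quantity: 500 reporter cells seeded per well; buffer or medium: F12 medium containing 10% fetal bovine serum; compound: one dose, 10 µM in 0.5% DMSO; incubation: 6 h compound treatment, 37 °C; measured by: Steady-Glo luciferase luminescence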
NR3A LBD binder = binders of NR3A ligand-binding domain, primary screen, biophysical, differential scanning fluorimetry, uHTS; 2.5% of 340,000 active; Tm shift relative to glycine control, % at 25 µM; Glutamate receptor ionotropic, NMDA 3A (GRIN3A) ligand-binding domain; NR3A LBD differential scanning fluorimetry, Tm shift; 0% = protein alone, 100% = glycine-bound protein; AID 1259313, 2017;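 active = melting temperature shift of at least 10% of the positive control shift, at one fixed dose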
NALP3 yeast inh = NALP3 inflammasome inhibitors in reconstituted yeast, primary screen, luminescence, uHTS. inhibition, % at 10 µM. AID 2825, 2010. Yeast reconstituted NLRP3/ASC/caspase-1, beta-gal luminescence, 24 h. 0.39% of 330,000 active;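 active = inhibition of 50% or more; inactive = inhibition below 50%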;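 also: plate controls were induced DMSO wells for no effect and uninduced yeast grown without galactose for full effect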
UPR XBP1 act = activators of adaptive XBP1 UPR arm, primary screen, cell-based, CHO-XBP1 luciferase reporter, luminescence, uHTS; AID 463104, 2010; IRE1-XBP1 UPR activation; percent of tunicamycin response, DMSO as zero; activation, % at 20 µM; 0.33% of 330,000 active;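 active = versus positive control, 20 µM dose yields 30% or more activation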;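 also: 100% = tunicamycin at 10 µg/mL and 0% = DMSO only wells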
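Material – CHO cell line with stable XBP1 luciferase reporter · Buffer or medium – F12 plus 10% FBS · Compound – single point, 20 µM final compound, 1% DMSO · Schedule – 16-18 h cell attachment at 37 °C, then 6 h compound exposure · Signal – Steady-Glo luminescence read · Benchmarks – high control tunicamycin 10 µg/mL final, low control DMSO vehicle only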
Mdm2-MdmX inh = inhibitors of human Mdm2-MdmX association, primary screen, cell-based, luminescence, split luciferase, SaOS-2, uHTS | Protein Mdm4 (Homo sapiens) + E3 ubiquitin-protein ligase Mdm2 (Homo sapiens), … | SaOS-2 split-luciferase Mdm2/MdmX complementation | inhibition, % at 8 µM | 3% of 330,000 active;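 active = inhibition of at least 50% at 8 µM in the primary screen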
Target sequence (O15151 whole entry, looked up): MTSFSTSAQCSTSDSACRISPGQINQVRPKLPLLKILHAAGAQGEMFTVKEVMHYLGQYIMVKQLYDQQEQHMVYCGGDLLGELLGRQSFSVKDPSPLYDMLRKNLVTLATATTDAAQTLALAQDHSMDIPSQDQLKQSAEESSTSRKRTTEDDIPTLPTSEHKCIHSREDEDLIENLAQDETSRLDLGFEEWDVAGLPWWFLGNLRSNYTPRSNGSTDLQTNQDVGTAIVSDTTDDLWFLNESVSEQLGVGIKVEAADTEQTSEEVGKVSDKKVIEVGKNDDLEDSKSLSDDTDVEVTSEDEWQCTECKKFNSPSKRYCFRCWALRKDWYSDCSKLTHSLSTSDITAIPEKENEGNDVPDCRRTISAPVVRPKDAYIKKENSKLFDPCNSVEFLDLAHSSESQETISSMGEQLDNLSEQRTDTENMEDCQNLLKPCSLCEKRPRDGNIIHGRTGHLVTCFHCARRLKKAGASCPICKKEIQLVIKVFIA
Target sequence (Q00987 whole entry, looked up): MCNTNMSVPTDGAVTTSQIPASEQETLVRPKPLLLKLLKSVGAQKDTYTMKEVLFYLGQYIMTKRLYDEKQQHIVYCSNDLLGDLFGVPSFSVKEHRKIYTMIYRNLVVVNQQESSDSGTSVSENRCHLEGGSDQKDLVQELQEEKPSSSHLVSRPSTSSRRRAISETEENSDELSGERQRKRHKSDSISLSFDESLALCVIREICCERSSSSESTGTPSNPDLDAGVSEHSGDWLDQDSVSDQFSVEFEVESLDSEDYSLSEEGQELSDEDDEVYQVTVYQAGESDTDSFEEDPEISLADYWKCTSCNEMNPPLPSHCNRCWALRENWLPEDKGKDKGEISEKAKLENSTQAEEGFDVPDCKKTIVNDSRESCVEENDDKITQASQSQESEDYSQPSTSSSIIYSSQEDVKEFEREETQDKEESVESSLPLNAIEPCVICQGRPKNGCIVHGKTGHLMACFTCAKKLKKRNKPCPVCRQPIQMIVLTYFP
tim23-1 inh = growth inhibitors of tim23-1 mutant yeast, primary screen, luminescence, uHTS; S. cerevisiae tim23-1 growth, BacTiter-Glo luminescence, 24 h; inhibition, % at 20 µM; 1.3% of 330,000 active;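 active = growth inhibition of the mutant yeast at or above 50%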;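 also: temperature-sensitive mutant grown at 25 °C; plate controls were DMSO-treated mutant yeast for no effect and medium wells lacking yeast for full effect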
APJ ag = agonists of human apelin receptor APJ, primary screen, CHO-K1 cells, PathHunter beta-arrestin, luminescence | activation, % at 20 µM | 0% DMSO wells, 100% apelin | 0.11% of 330,000 active | P35414;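 active = activation more than six SD over the plate average, tested at 20 µM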;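 also: 0% = DMSO alone and 100% = apelin-13 at 10 nM; some results filed as inactive read as strong as hits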
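Incubation: overnight seeding, 90 min compound at 25 °C, 1 h detection; test system: PathHunter CHO-K1 APJ (AGTRL-1) beta-arrestin reporter cells; amount: 1000 cells/well; doses: one dose, 20 µM compound, 1% DMSO; measured by: beta-gal luminescence; measure: agonist-driven arrestin binding to APJ; benchmarks: negative DMSO alone, positive Apelin-13 at 10 nM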
TIM10 inh = growth inhibitors of isogenic TIM10 control yeast, primary screen, counter-screen for tim10-1 yeast inhibitor project, luminescence, uHTS; S. cerevisiae TIM10 strain growth, BacTiter-Glo luminescence, 24 h; inhibition, % at 10 µM; 1.4% of 330,000 active; AID 463195, 2010;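 active = inhibition of 40% or more at the single tested concentration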;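 also: wild-type TIM10 isogenic control strain grown at permissive 25 °C; 0% = DMSO yeast wells and 100% = minimal medium wells without yeast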
Numbers without * were called inactive. Rows were taken by chance, and some 8.2% of all compounds hit somewhere here.

compound,UPR CHOP act,TIM10 inh,Mdm2-MdmX inh,tim10-1 inh,NALP3 yeast inh,UPR XBP1 act,NR3A LBD binder,tim23-1 inh,APJ ag
COc1ccccc1CCC(=O)NC1CCCN(c2ccc(C(F)(F)F)cn2)C1 (centres undefined),2.2,5,20,0,1,-4,0,-19,1
COc1cc(/C=C/C(=O)OCC(=O)N2CC3(C)CC2CC(C)(C)C3)ccc1O (centres undefined),1.6,28,12,21,13,-1,-2,32,0
CCc1ccc(NC(=O)CN2C(=O)CSC2=O)cc1,0.1,-13,-2,-15,-5,-1,2,3,-3
COc1ccc(C(=O)C2CCCN(Cc3cc(Cl)ccc3O)C2)c(OC)c1 (centres undefined),2.3,9,6,21,26,-5,2,29,-3
Cc1ccc(C)c(OCC(=O)NNC(=O)C2CC2)c1,2.2,0,-17,-4,15,-4,-1,9,6
Nc1nonc1-n1nnc(C(=O)N/N=C/c2ccccc2Br)c1CN1CCCC1,-1.0,-5,16,-23,14,-5,0,-18,2
CCc1nnc(NC(=O)CCC(=O)N2CCCC2)s1,-0.8,6,-14,12,15,-1,-1,7,0
CC(C)(C)OC(=O)C[C@@H]1C/C=C\C[C@@H](CC(=O)NCCO)C(=O)N[C@H](Cc2c[nH]c3ccccc23)COC1=O,-0.2,-3,9,-3,18,0,-1,4,-1
CN(C(=O)c1ccc(Br)cc1)C1CCS(=O)(=O)C1 (centres undefined),-1.1,-4,14,3,9,-1,-1,5,-1
COc1ccc(C(=O)N2CCN(Cc3nc(CC4CC4)no3)CC2)cc1,-0.8,-8,-26,4,7,3,-9,0,-2
C[C@@H]1CC=C[C@H]2[C@H]1C(=O)N(Cc1ccccc1)[C@H]2c1ccc(/C=C/c2ccccc2)cc1F,1.9,1,27,-4,17,-1,3,6,-3
COc1cccc(NC(=O)CN(c2ccc([N+](=O)[O-])cc2)S(=O)(=O)c2ccccc2)c1,-1.2,7,-14,35,-4,-2,-7,21,0
CNC(=O)/C(C#N)=C/c1c(N2CCN(c3ccc(OC)cc3)CC2)nc2c(C)cccn2c1=O,0.8,16,-4,19,5,-6,0,38,-5
COc1cccc(NC(=S)NNC(=O)Cn2nc(C(F)(F)F)cc2C)c1,1.6,7,-2,17,8,2,-4,15,-3
N#Cc1c(N)nc2c(c1-c1ccncc1)CCCCCC2,-1.1,0,7,8,0,-2,36*,1,-2

Next section (2 carried over from the part before).
compound,UPR CHOP act,TIM10 inh,Mdm2-MdmX inh,tim10-1 inh,NALP3 yeast inh,UPR XBP1 act,NR3A LBD binder,tim23-1 inh,APJ ag
COc1cccc(NC(=S)NNC(=O)Cn2nc(C(F)(F)F)cc2C)c1,1.6,7,-2,17,8,2,-4,15,-3
N#Cc1c(N)nc2c(c1-c1ccncc1)CCCCCC2,-1.1,0,7,8,0,-2,36*,1,-2
COC(=O)CCC(=O)N1CCc2cc(S(=O)(=O)N3CCc4ccccc43)ccc21,-0.4,2,16,24,13,-1,1,22,-1
N#CC(c1ccc(Cl)cc1)c1ccc(Cl)nn1 (centres undefined),1.6,-14,21,-27,15,-3,-1,-36,-4
CCN(CC)C(=O)c1ccc(/C=C/c2c[nH]c3ccccc23)[n+](C)c1,-1.6,-13,-4,2,22,1,-1,14,2
Cc1[nH]n(-c2ccc(Cl)cc2)c(=O)c1/C=N/n1c(C)nc2ccccc2c1=O,1.3,-2,-19,28,2,0,0,12,-2
CCOc1ccc(NC(=O)CN(c2ccc(OC)cc2)S(C)(=O)=O)cc1,-1.4,-5,-5,-6,18,2,0,8,2
Cc1onc(-c2ccccc2)c1NC(=O)Nc1c(-c2ccccc2)noc1C,-2.4,0,17,8,9,-1,0,-2,-3
CCCCN1C(=O)C(=O)N(CC(=O)Nc2sc(C)c(C)c2C(=O)OC)C1=O,-1.4,1,24,7,15,0,0,28,-3
Cc1ccc(OCc2ccc(C(=O)NN)o2)cc1C,0.2,-4,12,17,16,0,1,28,7
O=C(O)C1CSCN1S(=O)(=O)c1cccc2nsnc12 (centres undefined),-1.0,4,9,5,0,-3,0,12,0
CCC1(c2ccccc2)NC(=O)N(CC(=O)Nc2cccc(S(=O)(=O)N3CCCC3)c2)C1=O (centres undefined),-1.5,1,36,12,8,-1,0,9,-2
COc1ccc(C(=O)N2CCCC(c3ccccc3)C2)cc1 (centres undefined),0.0,21,18,19,26,3,0,10,-7
COc1ccc2sc(-c3ccc(S(C)(=O)=O)cc3)c(-c3ccc(C(N)=O)cc3)c2c1,1.8,1,12,12,11,12,-1,12,-2
COc1ccc(-c2csc(NC(=O)c3cccs3)c2C(=O)O)cc1OC,1.1,14,19,-12,-3,-4,-3,3,0
Cc1ccc(-c2c(C)sc(=NC(=O)c3ccco3)n2C)cc1,3.4,24,-115,21,12,1,0,15,-1
COCCSc1nnc(NC(=O)C2CC(=O)N(c3ccc(C)cc3)C2)s1 (centres undefined),-1.1,3,17,12,18,0,1,8,-4
CC1CCCC(NC(=O)CSc2nccn2C)C1C (centres undefined),-1.8,-11,17,12,-11,2,3,9,-4
CCN(C(=O)CSc1nnc(-c2ccc(OC(F)F)cc2)n1N)C1CCS(=O)(=O)C1 (centres undefined),1.6,9,2,-2,21,-2,0,13,2
COc1ccc(Oc2cc(Cl)nc(N)n2)cc1,1.2,8,-20,8,4,4,0,-3,-3
COc1cc2c(cc1OC)C1(Nc3c-2c(-c2ccccc2)nn3-c2ccccc2)C(=O)Nc2ccccc21 (centres undefined),-0.6,1,-3,28,6,0,-2,14,2
Cc1csc2c(=O)sc(NC(=O)c3ccco3)nc12,2.1,20,21,19,7,3,3,14,-6
C=CCn1c(COc2cccc(C)c2)nnc1SCC(=O)NC(=O)NCc1ccco1,1.3,-6,3,30,11,-2,-1,1,0
O=C(COC(=O)C1CCC(=O)N1)Nc1ccccc1OC(F)F (centres undefined),-0.1,-2,14,-13,9,-3,1,-13,-3
CN(C)/C=C/C(=O)c1ccc(Cl)cc1,1.4,3,5,27,5,1,-1,2,-2
CCC(c1nnc(SCC(=O)NNC(=O)c2ccccc2)n1Cc1ccccc1)N(C)C (centres undefined),-2.0,-7,16,4,13,-2,-1,-5,-6
C=CC[C@@H](CC(=O)NCCO)C(=O)NCCOC(=O)[C@@H](CC=C)Cc1ccc(F)cc1,0.6,18,-8,9,10,-4,-2,13,4
Cc1cccc(CN2CCN(CC(=O)NCCCN3CCCC3=O)C2=O)c1,-2.4,1,11,15,12,-2,1,9,-7
Cc1cc(C)c(C#N)c(OCC(=O)c2ccc(Br)cc2)n1,1.3,0,18,22,4,4,0,14,-2
COc1cc(OC)cc(-c2c(-c3ccc(F)cc3)c3cc(-c4cnc(OC)nc4)ccc3n2C)c1,4.7,7,57*,15,-3,10,1,11,1
O=c1c2[nH]cnc2n(-c2ccccc2)c(=O)n1Cc1ccccc1,1.7,7,-2,-4,8,3,0,-3,-2
CN1CCN(C(=O)CSc2nnc(COc3ccccc3)o2)CC1,1.4,10,14,-29,15,-3,0,3,-1

Limited to Mdm2-MdmX inh, APJ ag and UPR CHOP act, for four of the compounds above:
| molecule | Mdm2-MdmX inh | APJ ag | UPR CHOP act |
| --- | --- | --- | --- |
| Cc1cc(C)c(C#N)c(OCC(=O)c2ccc(Br)cc2)n1 | 18 | -2 | 1.3 |
| COc1cc(OC)cc(-c2c(-c3ccc(F)cc3)c3cc(-c4cnc(OC)nc4)ccc3n2C)c1 | 57* | 1 | 4.7 |
| O=c1c2[nH]cnc2n(-c2ccccc2)c(=O)n1Cc1ccccc1 | -2 | -2 | 1.7 |
| CN1CCN(C(=O)CSc2nnc(COc3ccccc3)o2)CC1 | 14 | -1 | 1.4 |

Next results follow.
compound,UPR CHOP act,TIM10 inh,Mdm2-MdmX inh,tim10-1 inh,NALP3 yeast inh,UPR XBP1 act,NR3A LBD binder,tim23-1 inh,APJ ag
Cc1cc(C)n(CC(=O)N/N=C/c2cc([N+](=O)[O-])ccc2O)n1,1.4,4,0,10,19,0,-2,11,-6
COc1cccc(C(c2nnnn2CCc2ccccc2)N2CCN(c3ccccc3)CC2)c1OC (centres undefined),1.1,38,17,30,18,-1,3,11,-1
CCCCN(C(C)=O)C1CC(=O)N(c2ccc(OCCC)cc2)C1=O (centres undefined),-1.6,-4,6,19,25,-2,0,6,-3
Cc1csc(NC(=O)CSc2nnc(C)c(=O)n2N)n1,0.8,6,-14,14,13,0,-2,10,-1
COc1ccc(NC(=O)c2ccc(OCc3c(C)noc3C)c(OC)c2)cn1,1.3,-22,8,-38,16,2,0,-5,0
COc1ccc(NS(=O)(=O)c2cccc(C(=O)NN=C(C)c3ccco3)c2)cc1,0.3,0,-5,0,7,-1,-7,7,-2
O=c1[nH]cnc2scc(-c3ccccc3)c12,-2.1,16,21,1,17,-1,-1,-7,-5
COc1ccc(C2=C(C=C(C#N)C#N)C(c3ccccc3C)c3ccccc3O2)cc1OC (centres undefined),0.8,29,25,18,-2,1,-5,13,-2
